DRD3 antagonist: D3 dopamine receptor (human) antagonism | P35462 | D3R cells, DiscoveRx beta-arrestin luminescence, antagonist mode; hits give low values | max response, negative = inhibition, % | 360,000 compounds, 2.5% hits | AID 652054; in the data active means max response below about -50%; inconclusive means no clear call, values can overlap the other calls; further: on the % scale 0 is the no-effect control and ±100 the full control effect; mostly tested at two doses, the higher about 12 µM
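Cells expressing the human receptor were seeded at 1500 cells/well, incubated overnight at 37 degrees C in 5% CO2, then exposed to library compounds with dopamine controls for 90 minutes at 37 degrees C before luminescent detection.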
PTHR1 ag: PTHR1 (human) receptor agonism; Potency, µM (top dose mostly 115 µM), for inactives: top-dose activation, usual class: activators; HEK293 GP2 PTHR1 cells, GloSensor cAMP luminescence, 1 h; Q03431; 410,000 compounds, 0.075% hits; further: potency means the concentration at half of the fitted maximal effect; nearly all actives have a fitted effect of over 55% in size; some results filed as inactive show a strong effect at the top dose; inactives centre near -15; many of its hits are not listed in these tables
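HEK-293-derived GP2 cells expressing PTHR1 and a GloSensor cAMP reporter, 3,000/well, plated overnight, given luciferin plus IBMX (each 0.5 mM as added) for 1 h at 37 °C, then compound for 1 h at 37 °C. Luminescence was read after 15 min at room temperature.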
CCT chaperon mod: cytosolic chaperonin activity modulation; activity change, % (test concentration not listed), hits read low; AID 651819; 360,000 compounds, 0.3% hits; purified chaperonin ATPase assay, HTRF ADP detection, 30 min; in the data active means activity change below about -30%; further: on the % scale 0 is the no-effect control and ±100 the full control effect
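Enzyme 40 or 20 nM (batch-dependent) in Tris pH 7.4/KCl/MgCl2/DTT; cpd 76 uM single point; ATP 10 uM; 30 min 37 °C; Transcreener ADP HTRF detection, 30 min RT; ratio 665/615.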
EPAC2 ag: activates human EPAC2 exchange factor. Q8WZA2. EPAC2 activation, biochemical qHTS; response scale: 100% = 6.5 mM cAMP response. Potency, µM (highest dose often 154 µM), inactives show at the highest dose activation, hits mostly activators. 360,000 compounds, 0.079% hits. AID 720711; further: potency means the concentration at half of the fitted maximal effect; nearly all actives have a fitted effect of over 50% in size
Target sequence (Q8WZA2 whole entry, looked up): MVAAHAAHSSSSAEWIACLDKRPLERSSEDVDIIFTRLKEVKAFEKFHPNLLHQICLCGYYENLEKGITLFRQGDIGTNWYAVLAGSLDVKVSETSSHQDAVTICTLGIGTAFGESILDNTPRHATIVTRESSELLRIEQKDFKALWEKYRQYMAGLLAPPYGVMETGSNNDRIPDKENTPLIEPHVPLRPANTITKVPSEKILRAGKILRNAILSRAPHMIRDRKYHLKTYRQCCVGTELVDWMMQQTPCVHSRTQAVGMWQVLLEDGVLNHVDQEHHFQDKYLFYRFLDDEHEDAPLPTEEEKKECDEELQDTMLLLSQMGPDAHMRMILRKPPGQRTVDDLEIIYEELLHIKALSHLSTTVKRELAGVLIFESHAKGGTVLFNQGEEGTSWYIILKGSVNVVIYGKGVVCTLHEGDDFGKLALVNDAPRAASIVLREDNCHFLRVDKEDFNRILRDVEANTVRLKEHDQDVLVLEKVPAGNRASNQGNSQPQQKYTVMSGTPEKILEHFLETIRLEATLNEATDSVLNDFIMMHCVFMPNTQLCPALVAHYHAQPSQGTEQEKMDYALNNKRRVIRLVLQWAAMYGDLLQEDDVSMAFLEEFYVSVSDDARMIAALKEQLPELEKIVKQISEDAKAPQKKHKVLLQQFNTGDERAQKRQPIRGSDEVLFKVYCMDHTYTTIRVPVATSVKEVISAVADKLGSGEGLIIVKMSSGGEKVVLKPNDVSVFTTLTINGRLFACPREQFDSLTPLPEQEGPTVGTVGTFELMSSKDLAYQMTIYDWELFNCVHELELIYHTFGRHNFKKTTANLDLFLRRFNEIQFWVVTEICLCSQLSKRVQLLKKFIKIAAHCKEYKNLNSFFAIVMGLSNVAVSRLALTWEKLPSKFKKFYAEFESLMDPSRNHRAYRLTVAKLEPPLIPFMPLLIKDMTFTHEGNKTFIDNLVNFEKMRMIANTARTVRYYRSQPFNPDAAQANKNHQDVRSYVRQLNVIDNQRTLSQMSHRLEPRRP
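Readout is BODIPY fluorescence (480 nm excitation, 540 nm emission), which falls as labeled GDP is exchanged off Rap1B. EPAC2 at 100 nM acted on 250 nM RAP1B-BODIPY-GDP with 50 uM GDP present.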
Mm-Cpn inhibitor: blocks the Methanococcus maripaludis chaperonin Mm-Cpn; Potency, µM (highest dose often 76.9 µM), for inactives: at the highest dose activity, negative = inhibition, usual class: inhibitors; 330,000 compounds, 0.031% hits; purified Mm-Cpn ATPase, ADP Transcreener TR-FRET; further: potency means the concentration at half of the fitted maximal effect; on the % scale 0 is the no-effect control and ±100 the full control effect; nearly all actives have a fitted effect of over 80% in size
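Measured: ADP formation by purified Mm-CPN. Conditions: 25 nM protein, 10 uM ATP, Tris pH 7.4 with Mg2+, K+ and DTT, 37°C for 30 min. Detection: Transcreener HTRF after 30 min at room temperature.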
EPAC2 antagonist: blocks human EPAC2 exchange factor; Q8WZA2; EPAC2 GEF exchange of Rap1B-BODIPY-GDP, fluorescence; Potency, µM (doses to about 114 µM), for the others: at the top dose activity, negative = inhibition, usual class: inhibitors; 360,000 compounds, 0.18% hits; AID 720708; further: potency means the concentration at half of the fitted maximal effect; on the % scale 0 is the no-effect control and ±100 the full control effect; nearly all actives have a fitted effect of over 45% in size; many of its hits are not listed in these tables
pAkt inh: blocks phosphorylation of Akt. Neuro2A IGF-stimulated pAkt S473 HTRF, 20 min; hits give low values. activity change, % for hits at 50 µM. 360,000 compounds, 0.32% hits. AID 651550; in the data active means activity change below about -80%; inconclusive means mostly about -51% to -80%; further: on the % scale 0 is the no-effect control and ±100 the full control effect
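Neuro2A cells in DMEM with 0.5% FBS, overnight at 37 deg C, given compound at single 50 µM final, then IGF (6 nM final) for 20 min at 37 deg C. Lysed; phospho-Akt Ser473 by HTRF after 24 h, 665/615 ratio.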
DRD3 agonist: activates the human D3 dopamine receptor; D3R DiscoveRx beta-arrestin cells, luminescence, 90 min; 410,000 compounds, 0.58% hits; max activation, %; P35462; in the data active means max activation above about 30%; further: 0% is about no effect; mostly tested at two doses, the higher about 12 µM
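Cells at 1500/well, incubated overnight, then treated with pinned compounds (dopamine as control) for 90 min at 37 degrees C. DiscoveRx reagent added for 30 - 60 minutes at room temperature; luminescence read.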
Active calls of the source: *; i = inactive; ? = inconclusive; · = not tested or not shown; & = joins results of further samples; [ ] = dose if it differs, or a comment. Unless noted, the call rests on the fitted dose curve; in most records, active means well fitted curve in the direction sought with a large enough effect; inconclusive means small, poorly fitted or top-dose-only effect, or another doubt; inactive means no such curve, though single readings can be large; an effect the other way counts as inactive or inconclusive.

SMILES	DRD3 antagonist	PTHR1 ag	CCT chaperon mod	EPAC2 ag	Mm-Cpn inhibitor	EPAC2 antagonist	pAkt inh	DRD3 agonist
Oc1ccc(NC(=S)N=Nc2c(O)[nH]c3ccccc23)cc1	0	-13%	0.4	6%	-3%	-6%	i	-2
COc1ccccc1NC(=S)NC(C)C(c1cccs1)N1CCOCC1 (stereo not drawn)	9	i	0.1	10%	-1%	3%	i	3
Clc1ccc(-c2nnc(-c3ccccc3)c(-c3ccccc3)n2)cc1	?	-4%	2.9	7%	-2%	3%	i	-28
CC1(C)CC2CC(C)(CN2S(=O)(=O)c2ccc(N)cc2)C1 (stereo not drawn)	-16	i	-3.0	-1%	1%	-2%[57.1 µM]	i	1
Cc1ccc(C(C)C)c(OCCCN2CCc3ccccc3C2)c1	-85*	-45%[inhibitor]	-5.0	0%	1%	-6%	i	-20
O=C(Nc1ccc2ccccc2n1)c1ccccc1Cl	-9	-93%[inhibitor]	-2.7	15%	3%	-6%	i	-6
O/N=C/c1ccc(OCc2ccccc2F)c(Cl)c1	7	-35%[inhibitor]	-2.3	16%	2%	-18%	i	1
Cc1ccc2[nH]c(=O)c(CNS(=O)(=O)c3ccccc3)c(-c3ccccc3)c2c1	-1	-11%	-7.4	-8%	0%	0%	i	-2
COc1ccc(Nc2nc3ccccc3s2)cc1	12	-26%	-1.4	0%	0%	14%	i	-1
Cn1c(=O)c2c(ncn2CC(=O)N/N=C/C(Br)=C/c2ccccc2)n(C)c1=O	21	i	-2.0	-2%	-4%	-1%	i	2
COc1cccc(Cn2nc(C(=O)O)c3ccccc3c2=O)c1	-6	-28%	-3.0	13%	-2%	-9%	i	2
Cn1c(N2CCN(C(=O)NC34CC5CC(CC(C5)C3)C4)CC2)nc2ccccc21	11	i	0.0	1%	0%	0%	i	0

3 entries from above, set out differently:
Molecule,DRD3 antagonist,PTHR1 ag,CCT chaperon mod,EPAC2 ag,Mm-Cpn inhibitor,EPAC2 antagonist,pAkt inh,DRD3 agonist
O=C(Nc1ccc2ccccc2n1)c1ccccc1Cl,-9,-93%[inhibitor],-2.7,15%,3%,-6%,i,-6
COc1cccc(Cn2nc(C(=O)O)c3ccccc3c2=O)c1,-6,-28%,-3.0,13%,-2%,-9%,i,2
CC1(C)CC2CC(C)(CN2S(=O)(=O)c2ccc(N)cc2)C1 (stereo not drawn),-16,i,-3.0,-1%,1%,-2%[57.1 µM],i,1

The listing continues:
SMILES	DRD3 antagonist	PTHR1 ag	CCT chaperon mod	EPAC2 ag	Mm-Cpn inhibitor	EPAC2 antagonist	pAkt inh	DRD3 agonist
COC(=O)CCC(=O)OC1(C)C(=O)C=C2C=C(C3CC3)N(C3CCCC3)C=C2C1=O (stereo not drawn)	6	-6%	-3.6	3%	-1%	0%	i	-10
COc1cccc(NC(=O)N2CCC(NC(=O)C(Cc3ccccc3OC)NC(C)=O)CC2)c1 (stereo not drawn)	0	i	0.5	-11%	?	1%	i	-2
COc1ccc(-c2coc3cc(OC(=O)N4CCOCC4)ccc3c2=O)cc1	-6	-25%	-2.7	9%	-2%	2%	i	6
CCSc1nnc([C@H](Cc2ccccc2)NC(=O)OC(C)(C)C)o1	4	-16%[57.5 µM]	-8.5	-12%	-13%	-9%	i	-1
O=C(CCN1C(=O)C2C3CC(C(Br)C3Br)C2C1=O)OCC(=O)c1cccc([N+](=O)[O-])c1 (stereo not drawn)	-10	i	0.6	6%	0%	-2%	i	-16
CC1=C(C(=O)N(C(C)C)C(C)C)CC(CC(=O)NCCCCc2ccccc2)C(=O)N1Cc1ccccc1 (stereo not drawn)	?	-18%	-0.8	23%	·	-14%	i	-4
COCCNCc1ccccc1[N+](=O)[O-]	10	i	0.6	4%	-2%	8%	i	0
COc1ccc(COC(=O)c2ccc(Br)c(S(=O)(=O)N3CCOCC3)c2)cc1F	-5	i	-1.3	10%	-5%	10%	i	-6
CN(C)C(=O)C1Cc2ccccc2CN1S(=O)(=O)c1ccc(F)cc1 (stereo not drawn)	-6	i	-3.4	4%	0%	3%	i	-1
Cc1ccc(Nc2nc(-c3sc(N)nc3C)cs2)cc1	-1	-9%	-1.4	13%	-5%	-10%	i	-12
O=C(NCC1COc2ccccc2O1)c1ccc(NC(=O)C2CCCO2)cc1 (stereo not drawn)	-20	-4%[57.5 µM]	-1.9	0%	1%	-1%	i	1
COCCSc1nc(N)c2c3c(sc2n1)CN(C)CC3	-5	?	-0.5	2%	-2%	-14%	i	-6
O=C(Nc1cc(S(=O)(=O)N2CCOCC2)ccc1N1CCOCC1)c1ccc([N+](=O)[O-])s1	-20	-34%[inhibitor]	-0.8	9%	0%	13%	i	-2
O=C(Nc1ccn(CCCNCc2ccc3c(c2)OCO3)c(=O)n1)OCc1ccccc1	-2	0%	-2.1	6%	·	3%	i	-8
CCn1c2ccccc2c2cc(C3C(C#N)=C(C)NC(C)=C3C#N)ccc21	9	-12%[57.5 µM]	-1.2	11%	-7%	-1%	i	3
Cc1ccc2nc(-c3ccc(NC(=O)CN4C(=O)NC(C)(c5ccc(OC(F)F)cc5)C4=O)cc3)sc2c1 (stereo not drawn)	13	-23%	-1.2	-15%	-17%	8%	i	8
Cc1ccc(S(=O)(=O)N(CCC#N)C2CCCCC2)c2nsnc12	1	-25%	0.2	12%	1%	12%	i	5
CCCc1nnc(NC(=O)CCC(=O)NCc2ccccc2Cl)s1	-17	24%	-5.9	8%	-1%	-3%	·	-4
O=C(CCNS(=O)(=O)c1ccccc1)NNC(=O)c1cccc(Cl)c1	7	-23%	0.9	7%	2%	4%	i	5
O=C(CCCCn1ccc(=O)[nH]c1=O)Nc1ccc(C(=O)O)c(O)c1	-12	-5%	-1.9	3%	·	3%	i	1
C=CC[C@H](CC(=O)N(CCO)Cc1ccccc1)C(=O)N[C@@H](COC(=O)[C@@H](CC=C)Cc1ccc(F)cc1)Cc1ccccc1	5	-7%	-0.4	-3%	-20%	-20%	i	1
COc1ccc(OC)c(C2=NS(=O)(=O)N(C)C(C(=O)NCc3ccco3)=C2)c1	0	i	-1.4	-1%	1%	-9%	i	3
CC(C)n1cc(CN2CCN(CCc3ccccc3)C(CCO)C2)cn1 (stereo not drawn)	-19	i	-0.2	-3%	3%	-13%	i	-2
c1cnc2cc(-c3ccsc3)ncc2c1	-20	-32%[inhibitor]	0.2	7%	2%	-3%	i	-20
Cc1cc(NC(=O)Cn2cnc3sc(C)c(C)c3c2=O)no1	0	-53%[inhibitor]	-6.5	7%	3%	-2%	i	-10
Cc1ccccc1NC1=NC(C)(C)N=C(N)N1	?	-14%[57.5 µM]	0.7	10%	-1%	-1%	i	-3
Cc1ccc(C(=O)Nc2cccc(NC(=O)c3ccc(C)c([N+](=O)[O-])c3)n2)cc1[N+](=O)[O-]	4	i	-4.5	13%	-1%	8%	i	7
CCCCn1nc(CC(=O)NCCN(CC)CC)c2ccccc2c1=O	5	-14%	-0.6	13%	0%	-5%	i	-10
CS(=O)(=O)c1ccccc1C(=O)N1CCN(Cc2ccccc2)CC1	-25	14%	-1.5	7%	-3%	16%	i	-8
COc1cc2nc(NC(=O)c3ccc(F)cc3Cl)sc(=O)c2cc1OC	-28	4%	0.0	16%	-4%	-8%	i	-12
Cc1ccc(NC(=O)c2cccc(S(C)(=O)=O)c2)cc1	0	i	-4.1	4%	-1%	3%	i	-11
CCC(CC)C(=O)Nc1nnc(S(=O)(=O)N2CCc3ccccc32)s1	-4	-25%&-16%	0.0	-7%	?	2%	i	-4&4
Cc1cccc(-n2cnc3cc(C(=O)NCCN4CCOCC4)ccc32)c1	48	i	2.1	-11%	·	-13%	i	-8
CCOC(=O)C1=C(COC(=O)/C=C/c2ccco2)NC(=O)NC1C (stereo not drawn)	15	i	-0.1	-4%	-8%	22%	i	1
COc1ccc(N(C(=O)c2cccnc2)S(=O)(=O)c2ccc3c(c2)n(C)c(=O)n3C)cc1	9	-3%[57.5 µM]	-2.8	9%	0%	-1%	i	5
O=c1c(Cl)c(N2CCOCC2)cnn1-c1ncc(C(F)(F)F)cc1Cl	-18	i	1.8	1%	0%	9%	i	14
COc1ccc(C(C)(C)C)cc1NC(=O)CCNC(=O)c1ccco1	0	i	-0.3	6%	0%	-3%	i	-7
CCOC(=O)c1c(C)[nH]c(C)c1C(=O)COC(=O)c1cccs1	2	i	-0.1	-6%	-2%	2%	i	-1
CN(C)c1ccc(C(O)Cc2nc3ccccc3n2C)cc1 (stereo not drawn)	1	-10%	-6.4	10%	-10%	10%	i	7
O=C(COC(=O)C1CCCO1)Nc1cccc(C(F)(F)F)c1 (stereo not drawn)	6	-79%	-0.1	-19%	1%	-18%	i	2
COc1ccc(CN2CCC(=O)N(CCO)CC2)cc1OC	-22	-25%	-1.0	-4%	-2%	6%	i	0
O=C(Nc1ccc(F)cc1)C1CCN(C(=O)c2ccc(F)cc2)CC1	14	-6%	1.5	8%	1%	-8%	i	1
Cc1nnc(SCC(=O)Nc2cc(S(=O)(=O)N3CCCC3)ccc2Cl)n1C1CC1	-5	-8%	0.4	4%	3%	-2%	i	1
CN(C)/C=C1/Oc2c(ccc3ccccc23)C1=O	2	i	-0.8	1%	-7%	-15%	i	-2
CC(=O)Nc1cccc(-c2csc(C(C)(O)c3ccc(F)c(F)c3)n2)c1 (stereo not drawn)	4	i	1.2	4%	·	7%	i	4
CN(CCC1CCOCC1)C(=O)CC1C(=O)NCCN1Cc1c(F)cccc1Cl (stereo not drawn)	-4	-7%	-1.2	11%	0%	6%	i	0
Cc1ccc(N/N=C2/CCCNC2=O)cc1	9	i	-1.6	11%	1%	3%	i	1
COC(=O)[C@]12CCCCC=C1N(CCC1=CCCCC1)C(=O)[C@H](CC(=O)N1CCOCC1)C2	1	-21%	-0.8	5%	·	1%	i	3
Cc1cccc(OCC2=NS(=O)(=O)c3ccccc3N2)c1	-1	-53%[inhibitor]	0.2	10%	1%	-1%	i	-8
COc1cc(/C=N\NC(=O)CNC(=O)C2COc3ccccc3O2)ccc1O (stereo not drawn)	-9	-6%	-0.3	-7%	1%	0%	i	4
COc1ccc(N2C(S)=C(C#N)C(=O)NC2c2ccco2)cc1 (stereo not drawn)	-18	-60%[inhibitor]	-0.6	7%	?	-13%	i	-22

Bioassay records from PubChem BioAssay.

An excerpt; count on the stated rates, not on these rows.
